Compound activity from PubChem BioAssay.
HT1080 IDH1KD tx: toxicity to HT-1080 IDH1 knockdown cells (counter line); HT-1080 IDH1 knockdown viability, ATP luminescence, 48 h; AID 686971; Potency, µM (series often up to 46.1 µM), inactives show at the top dose activity, negative = toxicity, actives largely listed as cytotoxic; actives 2% (n = 360,000);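 note: potency is the fitted concentration of half-maximal effect; 0% = DMSO wells and -100% = cell-free medium wells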
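Cytotoxicity counter-line: IDH1KD HT-1080, 48 h, CellTiter-Glo. Curves classed by r2, magnitude and activity.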
MCF10A rerep: DNA re-replication induction in MCF 10a cells; actives 2.9% (n = 350,000); Potency, µM (highest dose often 46.1 µM), for the others: top-dose activity, positive = re-replication, most hits filed as activators; MCF 10A DNA re-replication, Hoechst nuclear intensity, 48 h; AID 624296; note: potency is the fitted concentration of half-maximal effect; % of control where 0% means no effect; nearly all actives have a fitted effect of over 50% in size
S2 tox: cell viability loss in ATXN counter-screen; actives 0.49% (n = 400,000); AID 651635; S2 cells (HEK-293 line with an ATXN2-luciferase reporter) viability, CellTiter-Fluor protease fluorescence, 24 h; Potency, µM (highest dose often 56.7 µM), usual class: cytotoxic; note: potency is the fitted concentration of half-maximal effect; nearly all actives have a fitted effect of over 40% in size
ATXN2 expr inh: reduces ATXN2 reporter expression in HEK-293 cells; HEK-293 ATXN2-luciferase reporter, luminescence, 24 h; Potency, µM (titrated, usually from 57 µM), without a hit: top-dose activity change, negative = inhibition, actives largely listed as inhibitors; actives 0.72% (n = 360,000); note: potency is the fitted concentration of half-maximal effect; % is set by controls: 0 for no effect and ±100 for the full control effect; nearly all actives have a fitted effect of over 55% in size
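qHTS (up to 57 uM final) was run with 24 h compound exposure of reporter cells at 37 °C. Each well was multiplexed: SteadyGlo luminescence measured ATXN2-luciferase expression after a fluorogenic Gly-Phe-AFC viability readout (25 uM final).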
IL-1B inflam inh: inflammasome signaling inhibition, IL-1 beta readout; THP-1 LPS/ATP IL-1B secretion, AlphaLISA, 16 h; stronger effect = lower value; activity change, % at 57.5 µM; actives 4.7% (n = 360,000); in the data active = activity change below about -50%; inconclusive = mostly about -30% to -49%; note: % is set by controls: 0 for no effect and ±100 for the full control effect
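Secreted IL-1B measured by AlphaLISA bead assay after 16 h compound exposure of THP-1 cells; compounds (final up to 57.5 uM) added 1 h before LPS (250 ng/mL) and ATP (1.25 mM) stimulation; lower signal means less secretion.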
SW480 rereplic: DNA re-replication induction in SW480 cells | SW480 DNA re-replication, Hoechst DNA content imaging, 48 h | Potency, µM (highest dose often 46.1 µM), without a hit: top-dose re-replication activation, hits mostly activators | actives 1.8% (n = 340,000); note: potency is the fitted concentration of half-maximal effect; % of control where 0% means no effect; nearly all actives have a fitted effect of over 55% in size
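Hoechst fluorescence of nuclei (405 nm excitation, 500-530 nm emission) measured by plate-scanning imager after 48 hr compound exposure at 37 C; re-replication scored as increased number of nuclei with elevated intensity.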
KB-3-1 cytotox: KB-3-1 parental cell cytotoxicity; actives 1.4% (n = 400,000); Potency, µM (series often up to 46.1 µM), for inactives: at the top dose activity change, negative = cytotoxic, most hits filed as cytotoxic; KB-3-1 viability, CellTiter-Glo ATP luminescence, 72 h; note: potency is the fitted concentration of half-maximal effect; % is set by controls: 0 for no effect and ±100 for the full control effect; nearly all actives have a fitted effect of over 60% in size
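KB-3-1 parental drug-naive adenocarcinoma cells in DMEM/10% FBS, incubated 72 h at 37 C with pin-transferred compounds across a concentration series. Viability by CellTiter-Glo luminescence; concentration-response curves fitted after normalization.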
HepG2 viability: counter-screen for TGF-b inhibitors: cytotoxicity in HepG2 cells; HepG2 CAGA-GFP viability, ATP luminescence, 18 h; Potency, µM (series often up to 46.1 µM), inactives show at the top dose activity change, negative = cytotoxicity, most hits filed as cytotoxic; actives 0.76% (n = 410,000); note: potency is the fitted concentration of half-maximal effect; some results filed as inactive show a strong effect at the top dose
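CellTiter-Glo luminescence gave cytotoxicity after 18 hours at 37 degrees C. The cells were HepG2 CAGA-GFP in 1% FBS DMEM, stimulated with 500 pg/mL TGF-beta after compound addition. %Activity was normalised to no-cell wells (complete cell-killing) and DMSO (no toxicity), and curves were fitted and classified.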
HT1080-NT tox: kills 2HG-producing HT-1080-NT fibrosarcoma cells. Potency, µM (highest dose often 46.1 µM), for inactives: at the top dose activity, negative = less viability, hits mostly cytotoxic. actives 1.6% (n = 360,000). HT-1080-NT fibrosarcoma viability, CellTiter-Glo ATP luminescence, 48 h;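 note: NT is the 2HG producing partner of a matched IDH1 knockdown line; potency is the fitted concentration of half-maximal effect; 0% = DMSO-treated cells and -100% = media-only wells without cells; nearly all actives have a fitted effect of over 55% in size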
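Fibrosarcoma NT cells, 750 per well in 5% FBS RPMI, were exposed to compound for 48 hours. Viability: CellTiter-Glo luminescence.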
An asterisk follows results filed as active; i = inactive; u = inconclusive; x = not tested or not shown; [ ] = another dose, or the depositor's remark. Unless noted, calls come from the whole dose curve; as a rule, active = well fitted curve in the direction sought with a large enough effect; inconclusive = small, poorly fitted or top-dose-only effect, or another doubt; inactive = no such curve, though single readings can be large; an effect the other way counts as inactive or inconclusive. Outcome played no part in choosing rows; 8.9% or so of the library scored in one or more.

Molecule	HT1080 IDH1KD tx	MCF10A rerep	S2 tox	ATXN2 expr inh	IL-1B inflam inh	SW480 rereplic	KB-3-1 cytotox	HepG2 viability	HT1080-NT tox
COc1ccccc1CNC(=O)c1cnc(N2CCCC2)nc1C	x	x	i	-5%	x	x	9%	8%	x
Cc1csc(NC(=O)CSc2nnc(Cc3cccn3C)n2-c2ccc(F)cc2)n1	0%	2%	i	0%	-8	-17%	-8%	0%	-1%
O=C(Cn1cc(COc2ccc(C(=O)c3ccccc3)cc2)nn1)c1ccc(O)cc1	u	u	u	-6%	15	-65%[inhibitor]	u	2%	u
O=C(c1ccccc1)c1ccccc1C(=O)N1CCCC1	0%	3%	i	-7%	-7	1%	-13%	6%	-7%
CCCC(=O)N=C1SC2CS(=O)(=O)CC2N1c1ccc(-c2nc3ccc(C)cc3s2)cc1 (configuration not stated)	-4%	u	u	39%[activator]	0	x	0%	-35%	-1%
CSc1ccccc1-c1cnc2cccnn12	0%	x	i	18%	-54*	x	0%	-6%	29%
Clc1ccc(CCNc2ncnc3nc[nH]c23)cc1	-19%	-3%	i	-4%	18	0%	-2%	-18%	-10%
Cc1cc2c(cc(C(=O)OC(C)C(=O)NCc3ccccc3)n2C)o1 (configuration not stated)	3%	1%	i	7%	8	-8%	-5%	-4%	0%
O=C(CSc1nnc(CNC(=O)c2ccco2)o1)Nc1nc2ccccc2s1	-1%	u	i	x	7	u	-1%	-35%	-1%
Cc1cc(C)nc(SCC(=O)Nc2nc(-c3ccccc3)c(-c3ccccc3)o2)n1	2%	u	u	-2%	-1	2%	5%	-29%	2%
Cc1nc(NC(=O)c2ccc(Br)o2)sc1C	4%	2%	i	42%[activator]	-12	1%	-1%	-27%	-2%
COc1ccc(N2CCN(S(=O)(=O)c3ccc4c(c3)CCCC4)CC2)c([N+](=O)[O-])c1	-28%	-10%	i	-17%	-62*	-4%	7%	-1%	u
CCc1ccc(C(=O)COC(=O)c2nn(C)c(=O)c3ccccc23)cc1	4%	-3%	i	-14%	13	-5%	u	18%	-1%
Cc1ncc(CN2CCN(C(C)C)C(CCO)C2)s1 (configuration not stated)	10%	1%	i	-9%	73	-13%	1%	-12%	7%
Cc1ccc(Cn2c(NCCCn3ccnc3)nc3c2c(=O)n(C)c(=O)n3C)cc1	-7%	0%	i	4%	-14	13%	1%	-26%	-7%
C=CCn1c(SCC(=O)NC(=O)c2cccn2C)nc2ccccc2c1=O	-5%	22%	i	-3%	47	3%	-2%	-14%	-4%
CS(=O)(=O)c1cccc(C(=O)OCC(=O)NC(=O)Nc2ccccc2F)c1	9%	-1%	i	-1%	14	3%	4%	15%	16%
CCC(C)N(C(=O)COC(=O)c1cn(CC)c2nc(C)ccc2c1=O)C1CCS(=O)(=O)C1 (configuration not stated)	-7%	3%	i	-1%	-15	-18%	4%	1%	-4%
Cn1c(SCC(=O)Nc2ccc3nc(SCC(=O)N4CCCC4)sc3c2)nnc1-c1ccccc1	-19%	25%	i	-4%	u	13%	-9%	-36%	-9%
Nc1nn2cc(-c3ccccc3)nc2c2ccccc12	u	2%	i	131%[activator]	-100*	-2%	-31%	-42%	u
O=C(Cn1ccc(=O)[nH]c1=O)Nc1ccc(O)c([N+](=O)[O-])c1	16%	-3%	i	3%	10	10%	0%	-5%	11%
O=C(O)CSc1ccc(S(=O)(=O)N2CCCC2)cn1	8%	-2%	i	x	5	-9%	4%	11%	3%
Cc1ccc(C)c(Nc2cc(C(=O)NC3CCCC3)c3ccccc3n2)c1	x	x	i	5%	x	x	0%	-1%	x
COc1ccc(CNC(C)C(=O)Nc2ccc3ccccc3c2)cc1OC (configuration not stated)	-12%	0%	i	x	0	20%	5%	-22%	-12%
CC1CCCN(c2ccc(C(=O)NCc3ccc4c(c3)OCO4)cc2[N+](=O)[O-])C1 (configuration not stated)	4%	4%	i	2%	0	x	11%	-4%	7%
CC(=O)Nc1ccc(NC(=O)CC(NC(=O)c2ccccc2)c2ccccc2)cc1 (configuration not stated)	-13%	-8%	i	-26%	34	4%	10%	-1%	u
CC1CCN(c2oc(-c3cccc4ccccc34)nc2C#N)CC1	-24%	10µM*	i	34%[activator]	-26	3%	5%	3%	-5%
C=C(Br)Cn1c(CCCC)nc2ccccc21	1%	u	i	9%	-4	-3%[9.22 µM]	6%	0%	-2%
O=C(NCc1ccco1)c1cc(-c2cccs2)on1	u	-19%	i	22%	2	1%	u	-26%	u
O=c1oc(-c2ccc(F)cc2)nc2ccsc12	-1%	-1%	i	-4%	52	-1%	-2%	-13%	0%
Cc1ccc(NC(=S)N(CCN(C)C)Cc2cc3cccc(C)c3[nH]c2=O)cc1	-19%	u	i	-10%	0	21µM*	13%	4%	-10%
Cn1c(Cc2cccs2)nnc1SCC(=O)N1CCc2ccccc21	-8%	-2%	u	1%	2	-5%	12%	1%	-8%
CC(C)Sc1nnc(-c2c[nH]c3ccccc23)n1C	-12%	-2%	i	27%	7	4%	-21%	-4%	-9%
Cc1nc(NC2CCCC2)sc1C(=O)N(C)C	-7%	1%	i	5%	-19	-2%	-5%	-21%	-4%
CCN(Cc1ccccc1)S(=O)(=O)c1ccc(S(=O)(=O)N(Cc2cccc(OC)c2)CC2CCCO2)cc1 (configuration not stated)	-1%	-1%	i	-12%	15	-4%	u	-24%	4%
CCOC(=O)c1sc(NC(=O)CSc2nncn2C)nc1C	4%	-2%	i	27%	-10	-24%	-10%	-8%	10%
CCOC(=O)C1=C(COC(=O)c2cccc(NC(C)=O)c2)NC(=O)NC1C (configuration not stated)	-1%	2%	i	6%	12	-3%	13%	1%	1%
Cc1[nH]n(-c2ccccc2)c(=O)c1/C=N/NC(=O)C(C)C	-24%	21%	i	u	7	8%	0%	-1%	-8%
Cc1nnsc1C(=O)Nc1ccc(Cl)cc1	4%	-3%	i	-8%	-12	-2%	-1%	-14%	5%
COc1ccc2c(c1)c1c(n2C(C)=O)C(OC(C)=O)=NCC1	0%	-9%	i	22%	-22	-40%[inhibitor]	-19%	4%	7%
CC(C)C[C@@H](CO)N1CCN(CCCc2ccccc2)CCC1=O	14%	3%	i	-7%	0	-12%	14%	-17%	11%
O=C(CNCc1ccco1)Nc1ccccc1-n1cccc1	22%	-16%	i	6%	13	1%	21%	2%	5%
O=C(O)c1ccccc1N/N=C\c1ccnc2ccccc12	u	25%	i	u	62	-1%	u	-16%	-25%
CCOC(=O)c1cccc(N2C(=O)C3C(C2=O)C2C=CC3C23CC3)c1 (configuration not stated)	1%	4%	i	-3%	17	1%	0%	-1%	7%
CC(C)Cn1cnc2c1c(=O)n(CC(O)c1ccccc1)c(=O)n2CC(C)C (configuration not stated)	9%	2%	i	0%	23	25%	-2%	-2%	17%
O=C(CCCN1C(=O)/C(=C\c2ccco2)SC1=S)Nc1ccc(O)cc1C(=O)O	12%	-4%	u	-6%	5	-11%	10%	-4%	16%
CN(NC(=O)c1ccccc1)c1ncc(C(F)(F)F)cc1Cl	18%	-2%	i	3%	x	-3%	-5%	28%	0%
CC1(c2ccc3ccccc3c2)NC(=O)N(CC(=O)NCC(C)(C)N2CCOCC2)C1=O (configuration not stated)	4%	-1%	u	-4%	-1	u	5%	6%	7%
CCOc1ccccc1OCC(=O)Nc1ccc2[nH]c(=O)[nH]c2c1	0%	1%	i	x	25	3%	8.2µM*	-4%	-5%
COC(=O)C1=C(C)NC(=O)NC1c1ccccc1Cl (configuration not stated)	-4%	u	i	5%	-9	u	2%	1%	-5%
COc1ccc(-c2cc(C)no2)cc1S(=O)(=O)N(C)c1ccc(C)c(C)c1	-21%	u	i	-19%	u	-9%	-10%	-6%	-6%
CC(OC(=O)c1cccc(-n2cnnn2)c1)C(=O)NCc1ccccc1 (configuration not stated)	7%	-1%	i	0%	11	-72%[inhibitor]	3%	1%	16%
COc1ccc(C2CC(=O)c3c([nH]c(C(=O)OC4CCCCCC4)c3C)C2)cc1 (configuration not stated)	x	x	i	6%	x	x	-15%	-4%	x
COc1ccc(S(=O)(=O)N2CCN(CC(=O)Nc3cc(C(F)(F)F)ccc3Cl)CC2)cc1	-16%	-2%	i	3%	-17	0%	13%	1%	-2%
CC(C)(C)NC(=O)c1ccnc(C(C)(C)C)c1	2%	-2%	i	2%	-1	-16%	-18%	10%	-4%
NC(=O)C1CCN(C(=O)OCc2ccccc2)CC1	-4%	2%	i	4%	-6	-3%[9.22 µM]	7%	3%	-4%
CCOc1ccc(CN(CCO)CCO)cc1C(=O)OC	7%	4%	i	-5%	-8	-12%	2%	-14%	9%
O=C(NCc1ccc2c(c1)OCO2)OCc1ccccc1	4%	x	x	x	u	x	11%	x	-2%

A second format for 2 compounds above.
Sequence of screens: HT1080 IDH1KD tx, MCF10A rerep, S2 tox, ATXN2 expr inh, IL-1B inflam inh, SW480 rereplic, KB-3-1 cytotox, HepG2 viability, HT1080-NT tox
- COc1ccc(S(=O)(=O)N2CCN(CC(=O)Nc3cc(C(F)(F)F)ccc3Cl)CC2)cc1
→ -16%, -2%, i, 3%, -17, 0%, 13%, 1%, -2%
- CC(C)(C)NC(=O)c1ccnc(C(C)(C)C)c1
→ 2%, -2%, i, 2%, -1, -16%, -18%, 10%, -4%
